# DAGLB inhibitor – DAGLB lipase inhibitors, primary screen, biochemical, fluorescence, HTS; HEK293T DAGLB membrane lysate, EnzChek fluorogenic substrate; inhibition, % at 5.17 µM; 0.059% of 340,000 active; AID 504411, 2011; in the data active = inhibition above about 34%;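 also: 0% = enzyme with vehicle and 100% = wells lacking enzyme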
# Target sequence (Q8NCG7 whole entry, looked up): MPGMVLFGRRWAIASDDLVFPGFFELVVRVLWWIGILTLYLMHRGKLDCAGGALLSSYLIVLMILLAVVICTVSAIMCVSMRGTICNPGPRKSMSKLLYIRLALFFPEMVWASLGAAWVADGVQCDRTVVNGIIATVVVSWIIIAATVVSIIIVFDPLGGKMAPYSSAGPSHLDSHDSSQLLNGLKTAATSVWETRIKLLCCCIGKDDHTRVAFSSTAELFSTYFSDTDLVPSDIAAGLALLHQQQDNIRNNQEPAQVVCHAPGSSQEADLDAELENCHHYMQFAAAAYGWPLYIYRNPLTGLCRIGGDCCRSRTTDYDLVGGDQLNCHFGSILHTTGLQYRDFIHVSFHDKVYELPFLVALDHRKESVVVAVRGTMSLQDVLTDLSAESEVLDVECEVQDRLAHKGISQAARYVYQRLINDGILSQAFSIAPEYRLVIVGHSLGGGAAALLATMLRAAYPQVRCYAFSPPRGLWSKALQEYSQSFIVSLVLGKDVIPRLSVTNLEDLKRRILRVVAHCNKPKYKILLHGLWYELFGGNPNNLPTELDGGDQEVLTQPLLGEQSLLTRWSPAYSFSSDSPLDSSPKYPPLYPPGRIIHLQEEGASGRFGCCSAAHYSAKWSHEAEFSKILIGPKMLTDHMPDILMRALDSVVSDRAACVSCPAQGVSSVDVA
# PKA-R2B activ – activators of PKA-R2B holoenzyme, primary screen, biochemical, fluorescence polarization, Cy5-IP20, human. PKA-R2B holoenzyme dissociation; R2B truncated from residue 108, S112A mutant; 0% DMSO only, 100% 113 µM cGMP. activation, % at 11.4 µM. 0.079% of 340,000 active. AID 504700, 2011;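 active = activation above a cutoff set at the mean over all compounds plus 3 SD, cut at about 18% in these data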;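 also: higher means more holoenzyme dissociation and a rise in polarization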
# Target sequence (P31323 whole entry, looked up, other chains not shown, the tested form may be a part): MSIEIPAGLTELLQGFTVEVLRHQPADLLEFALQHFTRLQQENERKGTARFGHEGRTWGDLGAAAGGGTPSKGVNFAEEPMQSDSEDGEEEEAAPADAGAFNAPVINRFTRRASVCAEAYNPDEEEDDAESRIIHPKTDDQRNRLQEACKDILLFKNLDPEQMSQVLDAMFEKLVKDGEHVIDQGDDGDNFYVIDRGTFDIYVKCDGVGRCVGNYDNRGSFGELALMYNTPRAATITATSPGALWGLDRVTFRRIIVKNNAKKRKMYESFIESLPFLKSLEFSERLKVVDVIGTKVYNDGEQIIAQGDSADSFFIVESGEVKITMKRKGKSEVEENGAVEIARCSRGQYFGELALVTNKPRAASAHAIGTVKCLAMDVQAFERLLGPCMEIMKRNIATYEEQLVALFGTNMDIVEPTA
# Numbers without * were called inactive.
Structure | DAGLB inhibitor | PKA-R2B activ
FC(F)(F)C1=NNC(c2ccc3ccccc3c2)=NN1 | -3 | 7
O=C1CC(c2ccccc2)NC(=S)N1 (centres undefined) | 0 | -9
COC(=O)C[C@@H]1C[C@H]2c3cc(NC(=O)CC4CC4)ccc3O[C@H]2[C@@H](CO)O1 | -3 | -1
CC(=O)Nc1ccc(C=C(C#N)c2ccc(C)cc2)cc1 | -2 | 5
CCC(=O)Oc1ccc(NC(=O)c2ccc(S(=O)(=O)N3CCCC3)cc2)cc1 | -6 | -3
Cc1ccc(-c2ccc(C3=CC(=O)CC(C)(C)C3=O)cc2)cc1 | -5 | 10
C[C@H]1CN([C@@H](C)CO)C(=O)CCCn2nncc2CO[C@H]1CN(C)C(=O)Nc1cccc(Oc2ccccn2)c1 | 7 | -5
NC(=O)NN=C1CCN2CCCc3cccc1c32 | 1 | -6
COc1cccc(S(=O)(=O)N(C)C[C@H]2Oc3cc(Br)ccc3S(=O)(=O)N([C@@H](C)CO)C[C@H]2C)c1 | -2 | -1
Cc1ccc([C@H]2C[C@@H](n3cc(C4CC4)nn3)[C@H](O)CN2Cc2cccs2)cc1 | 6 | -2
COc1ccc(NC(=O)CN(C)C(=O)c2cc(C)oc2C)cc1 | 0 | 7
C[C@@H]1CN([C@@H](C)CO)C(=O)c2c(c3ccccc3n2C)-c2ccccc2CO[C@H]1CN(C)C(=O)[C@H](C)c1ccccc1 | -3 | 5
COc1ccc(S(=O)(=O)Nc2ccc3c(c2)C(=O)N([C@H](C)CO)C[C@H](C)[C@@H](CN(C)S(=O)(=O)c2cn(C)cn2)OCCCC[C@H](C)O3)cc1 | -1 | -9
CCC(=NNS(=O)(=O)c1ccc(C)cc1)c1ccccc1 | -2 | 8
C[C@@H]1CN([C@H](C)CO)C(=O)CCCn2nncc2CO[C@H]1CN(C)Cc1ccncc1 | -1 | 0
Cn1cnc([N+](=O)[O-])c1Sc1ccncn1 | 1 | -2
O=C1OCCC1=CN1CCCCC1 | 2 | 8
C[C@@H]1CCCCO[C@H](CN(C)C(=O)Nc2cccc3ccccc23)[C@@H](C)CN([C@H](C)CO)C(=O)c2cc(NC(=O)c3ccccc3)ccc2O1 | -5 | 2
Cc1cccc(S(=O)(=O)N(C)C[C@@H]2OCc3cn(nn3)CCCC(=O)N([C@H](C)CO)C[C@H]2C)c1 | -2 | -7
COc1ccc(S(=O)(=O)N2CCOCC2)cc1NC(=O)CCCOc1ccc(C(C)=O)cc1 | 1 | 0

# (more compounds)
Structure | DAGLB inhibitor | PKA-R2B activ
O=C(NCCS(=O)(=O)NCc1cccs1)c1ccccc1 | 1 | -5
C[C@@H]1CCCCO[C@@H](CN(C)S(=O)(=O)c2cn(C)cn2)[C@@H](C)CN([C@H](C)CO)C(=O)c2cc(NC(=O)Nc3ccc(C(F)(F)F)cc3)ccc2O1 | -3 | -5
O=C(CCNC(=O)C1CCN(S(=O)(=O)c2ccccc2)CC1)NCc1cccnc1 | 0 | -6
O=C(c1ccccc1)N(CCCl)C(=O)N(CCCl)C(=O)c1ccccc1 | -3 | -6
Cc1cccc(-c2cc3nc(C)cc(=O)n3[nH]2)c1 | -1 | -1
O=C(CCOc1ccccc1)N1CCCC(Nc2ccccc2)C1 (centres undefined) | -2 | 3
CC1=C(C(=O)N2CCOCC2)CC(CC(=O)NCCN2CCOCC2)C(=O)N1Cc1ccccc1 (centres undefined) | -2 | 2
Cn1cccc1C(=O)OCC(=O)N1CCc2ccccc2C1 | -2 | -1
CC(C)C[C@H](NC(=O)c1[nH]cnc1C(=O)Nc1ccccc1F)C(=O)OC(C)(C)C | -9 | -19
CC(=O)OC1(C)C=Cc2ccccc2C1=NS(=O)(=O)c1ccccc1 (centres undefined) | -1 | 10
Nc1ccc(Oc2ccc(N)c([N+](=O)[O-])c2)cc1[N+](=O)[O-] | 21 | 0
NS(=O)(=O)c1ccc(NC(=O)CN(C(=O)C(F)(F)F)C2CCCC2)cc1 | -2 | -4
COc1ccc(CN2C(=O)C(CC(=O)NCc3cccc4ccccc34)CC(C(=O)N(C)C)=C2C)cc1 (centres undefined) | -2 | -8
COc1ccc(NC(=O)C[C@H]2C(=O)N(c3ccc(Br)cc3)C[C@@H]2C)cc1 | -3 | 3
Cc1ccccc1S(=O)(=O)N(C)C[C@@H]1OCc2ccccc2-c2c(n(C)c3ccccc23)C(=O)N([C@H](C)CO)C[C@@H]1C | -4 | 1
COc1cc(NC(=O)COc2ccc([N+](=O)[O-])cc2)ccc1NC(=O)c1ccco1 | -1 | -2
C[C@@H]1CN([C@H](C)CO)C(=O)CCCn2cc(nn2)CO[C@H]1CN(C)S(=O)(=O)c1ccc(-c2ccccc2)cc1 | -2 | -9
CCCCOC(=O)C1=C(C)N(C)C(=O)NC1c1cc2c(cc1Br)OCO2 (centres undefined) | 1 | 0
CCCCCCN1C[C@@H](O)[C@H](n2cc(-c3ccc(F)cc3)nn2)C[C@@H]1c1ccc(C)cc1 | -12 | 0
COc1ccc(C(=O)OCC(=O)c2ccco2)cc1[N+](=O)[O-] | -2 | 3

# (listing goes on)
canonical_smiles,DAGLB inhibitor,PKA-R2B activ
Cc1ccc(Cc2c(-c3ccc(C)cc3)nc3ccc(Br)cn23)cc1,-8,5
CCOc1ccc(C(=O)CN2C(=O)NC3(CCCc4ccccc43)C2=O)cc1 (centres undefined),-4,8
Cc1ccc(S(=O)(=O)CCC(=O)OCC(=O)NCc2ccc(F)cc2)cc1,2,0
CC(C)NC(=O)N(C)C[C@@H]1OCc2cnnn2CCCC(=O)N([C@@H](C)CO)C[C@H]1C,4,1
COc1ccc(C(C)=NOC(=O)c2c(-c3ccccc3Cl)noc2C)cc1CN1CCOCC1,-5,1
Cc1ccc(NC(=O)CN(C)CC(=O)Nc2ccc3c(c2)OCO3)cc1,-4,-3
CN(C)CCN(C)C1CN(Cc2ccc([N+](=O)[O-])cc2)S(=O)(=O)C1 (centres undefined),-2,0
CC1(C)COC(Cc2ccccc2)=N1,-1,-5
COc1ccccc1CCC(=O)NNC(=O)Cn1nc(C)cc1C,-1,3
CC1=C(C(=O)N(C)C)CC(CC(=O)NCc2ccco2)C(=O)N1Cc1ccccc1 (centres undefined),-3,-5
COC(=O)C[C@@H]1C[C@H]2c3cc(NS(=O)(=O)c4ccccc4)ccc3O[C@H]2[C@@H](CO)O1,-1,-1
O=C1[C@H]2[C@@H](c3ccc(C(F)(F)F)cc3)N[C@]3(CCCN(Cc4ccc(Cl)cc4)C3=O)[C@H]2C(=O)N1Cc1ccccc1,-7,-7
Cc1cccc(C(=O)OCC(=O)NC(=O)NC2CCCCC2)c1,-2,-6
CC1CCN(C(=O)c2[nH]cnc2C(=O)Nc2ccccc2F)CC1,-1,-7
CN(N=Cc1ccccc1O)c1ccc2ccccc2n1,-15,-12
C#CCN(C[C@@H]1[C@@H](OC(=O)NC2CC2)[C@@H](OC(=O)NC2CC2)Cn2c(=O)ccc(=O)n21)S(=O)(=O)c1ccc(C)cc1,4,-3
Cc1ccc(NC(=O)c2sc3nc(N4CCOCC4)c4c(c3c2N)CCCC4)cc1,0,3
CN(C(=O)c1cc(-c2cccs2)nn1-c1ccccc1)C1CCS(=O)(=O)C1 (centres undefined),-8,10
CCOc1ccc(S(=O)(=O)c2ccc(C)cc2)c2c1no[n+]2[O-],0,4
O=C1C=C(C#Cc2ccccc2)C[C@@H](c2ccc(F)cc2)C1,-20,-16
O=C(CCc1nnc(Cc2c[nH]c3ccccc23)o1)NCCC1CCCCO1 (centres undefined),-2,1
C[C@@H]1CN([C@H](C)CO)C(=O)CCCn2nncc2CO[C@H]1CN(C)S(=O)(=O)c1ccc(Oc2ccccc2)nc1,-1,6
CC1=C(C(=O)N(C)C)CC(CC(=O)NCc2cccc3ccccc23)C(=O)N1Cc1ccccc1 (centres undefined),-1,8
Cc1ccc2c(C)c(C(=O)N3CCC(C(N)=O)(N4CCCCC4)CC3)oc2c1C,1,-7
CC(C)(C)NC(=O)CN1C(=O)c2cccc3cccc1c23,-2,1
CN(C)S(=O)(=O)c1cccc(NC(=O)C2CCCN(C(=O)c3ccc(Cl)cc3)C2)c1 (centres undefined),2,-10
COc1cccc(C(=O)c2ccncc2C(=O)O)c1OC,-1,-3
C[C@H](CO)N1C[C@H](C)[C@@H](CN(C)Cc2ccc(Cl)c(Cl)c2)OCCCC[C@H](C)Oc2ccc(NC(=O)CCC(F)(F)F)cc2C1=O,-5,5
Cc1nc(-c2ccc(F)cc2)c(CC(=O)N(C)CC(=O)Nc2cccc(F)c2)s1,-3,-2
CC1(C)Oc2cc3oc(C(=O)O)cc(=O)c3cc2-c2ccccc21,-2,-3

# Next part.
canonical_smiles,DAGLB inhibitor,PKA-R2B activ
CC1=C(C(=O)N2CCOCC2)CC(CC(=O)NCc2cccs2)C(=O)N1CCC1=CCCCC1 (centres undefined),-1,0
COC(=O)C1=C(C)NC(C)=C(C(=O)OC)C1C(=O)OCC(=O)NC1CCCCC1C (centres undefined),1,-9
C[C@@H]1CN([C@@H](C)CO)C(=O)CCCn2nncc2CO[C@@H]1CN(C)C(=O)C1CCCCC1,-2,-1
CN(C)c1ccc(Sc2ccc3nc(N)nc(N)c3c2)cc1,3,-9
O=C1CCC(C(=O)N2CCN(c3cnccn3)CC2)CN1CCc1ccccc1 (centres undefined),-1,6
CCOC(=O)C(C#N)C(=N)C1C(=O)OC2CCCCC21 (centres undefined),-2,1
C[C@@H]1CCCCO[C@H](CN(C)S(=O)(=O)c2cccs2)[C@@H](C)CN([C@H](C)CO)C(=O)c2cc(NC(=O)Nc3ccc4c(c3)OCO4)ccc2O1,-4,-11
COc1ccc(C(=O)OCc2ccccc2C#N)cc1S(=O)(=O)N1CCOCC1,-1,9
CCCCCCN1C[C@H](O)[C@@H](n2cc(COC(=O)c3ccccc3)nn2)C[C@@H]1c1ccc(C)cc1,-14,-3
O=C(CCN1C(=O)/C(=C\c2ccccc2F)SC1=S)N1CCOCC1,0,-9
Sc1ccccc1N=Cc1cccs1,-9,-3
CCN1CCC[C@H]1CNCCCn1cnc2c(SC)ncnc21,-2,-7
CC(=O)Nc1ccc(S(=O)(=O)NN=c2sc3ccccc3n2C)cc1N,2,1
C[C@@H]1CCCCO[C@H](CN(C)S(=O)(=O)c2cccs2)[C@H](C)CN([C@@H](C)CO)C(=O)c2cc(NC(=O)NC3CCCCC3)ccc2O1,-6,-5
Cn1nnc(NC(=S)NC(=O)c2ccc3ccccc3c2)n1,-3,-1
CC(C)(C)S(=O)(=O)N1C[C@H]2CC/C=C\C/C=C\2[C@@H]1CCO,0,5
O=S1(=O)CCN(CCCc2ccccc2)CC1,0,-5
O=C(COc1ccc(Br)cc1)OCC(=O)c1ccc[nH]1,-5,-6
C[C@H]1CN([C@@H](C)CO)C(=O)CCCn2cc(nn2)CO[C@@H]1CN(C)C(=O)c1ccncc1,-1,-6
CCOC(=O)c1c(C)[nH]c(C(=O)OCC(=O)NCc2ccco2)c1C,-3,12
C[C@H](CO)N1C[C@H](C)[C@H](CN(C)C(=O)c2ccccc2)OCc2ccccc2-c2c(n(C)c3ccccc23)C1=O,0,-4
COCCn1c2nc(=O)n(-c3ccccc3)c(=O)c-2nc2ccccc21,-69,-2
Cc1[nH]c(=O)[nH]c(=O)c1C=CC(=O)NC(CO)CS(=O)Cc1ccccc1 (centres undefined),-7,7
CC(C)(C)c1ccc(C(=O)NCCC(=O)NCc2ccc(F)cc2)cc1,-2,0
O=c1c(=O)n(CCO)n(CCO)c(=O)n1CCO,-1,17
O=C1C2C3C=CC(C3)C2S(=O)(=O)C2C3C=CC(C3)C12 (centres undefined),3,-13
C[C@@H]1CN([C@@H](C)CO)C(=O)CCCn2cc(nn2)CO[C@H]1CN(C)S(=O)(=O)c1ccc(Oc2ccccc2)nc1,-1,-10
C[C@@H]1CN([C@H](C)CO)C(=O)c2cc(NC(=O)Nc3ccc(F)cc3)ccc2O[C@@H](C)CCCCO[C@H]1CN(C)S(=O)(=O)c1cccs1,0,-3
CC1=C(C(=O)N(C(C)C)C(C)C)CC(CC(=O)NC2CCCC2)C(=O)N1Cc1ccccc1 (centres undefined),1,-10
CC1(C)Cc2c(cnn2-c2ccc(F)cc2)C(NC(=O)C2=CC(=O)CC(C)(C)O2)C1 (centres undefined),2,7
COc1ccc(NC(=O)c2ccc(NC(=O)CN3CCN(c4ccccc4OC)CC3)cc2)cc1,-3,-2

# Gathered by group: the entries above containing two or more sulfur atoms
canonical_smiles,DAGLB inhibitor,PKA-R2B activ
COc1cccc(S(=O)(=O)N(C)C[C@H]2Oc3cc(Br)ccc3S(=O)(=O)N([C@@H](C)CO)C[C@H]2C)c1,-2,-1
COc1ccc(S(=O)(=O)Nc2ccc3c(c2)C(=O)N([C@H](C)CO)C[C@H](C)[C@@H](CN(C)S(=O)(=O)c2cn(C)cn2)OCCCC[C@H](C)O3)cc1,-1,-9
O=C(NCCS(=O)(=O)NCc1cccs1)c1ccccc1,1,-5
CN(C(=O)c1cc(-c2cccs2)nn1-c1ccccc1)C1CCS(=O)(=O)C1 (centres undefined),-8,10
C[C@@H]1CCCCO[C@H](CN(C)S(=O)(=O)c2cccs2)[C@@H](C)CN([C@H](C)CO)C(=O)c2cc(NC(=O)Nc3ccc4c(c3)OCO4)ccc2O1,-4,-11
O=C(CCN1C(=O)/C(=C\c2ccccc2F)SC1=S)N1CCOCC1,0,-9
Sc1ccccc1N=Cc1cccs1,-9,-3
CC(=O)Nc1ccc(S(=O)(=O)NN=c2sc3ccccc3n2C)cc1N,2,1
C[C@@H]1CCCCO[C@H](CN(C)S(=O)(=O)c2cccs2)[C@H](C)CN([C@@H](C)CO)C(=O)c2cc(NC(=O)NC3CCCCC3)ccc2O1,-6,-5
C[C@@H]1CN([C@H](C)CO)C(=O)c2cc(NC(=O)Nc3ccc(F)cc3)ccc2O[C@@H](C)CCCCO[C@H]1CN(C)S(=O)(=O)c1cccs1,0,-3

# Screening results deposited in PubChem by The Scripps Research Institute Molecular Screening Center.

# Only part of the results is shown; the hit share may differ from the screen's.
